Source: PubChem
DUSP3 inh – blocks human VHR1 dual specificity phosphatase; P51452; AID 1654; inhibition, % at 13.3 µM; recombinant VHR phosphatase, pNPP absorbance; hit rate 0.52% among 290,000; in the data active = inhibition above about 50%; also: some compounds called inactive have numbers as strong as hits
Target sequence (P51452 whole entry, looked up): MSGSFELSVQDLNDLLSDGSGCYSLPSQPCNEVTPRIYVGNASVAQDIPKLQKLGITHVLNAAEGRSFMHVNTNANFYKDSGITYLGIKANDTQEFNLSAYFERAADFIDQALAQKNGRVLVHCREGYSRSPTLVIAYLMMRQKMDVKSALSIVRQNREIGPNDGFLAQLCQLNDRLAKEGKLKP
GDH-TPI inh – counter-screen for M. tuberculosis FBA inhibitors: GDH-TPI coupled enzymes; AID 588335; GDH-TPI coupled enzyme counterscreen, NADH absorbance; inhibition, % at 4.8 µM; hit rate 1.2% among 360,000; in the data active = inhibition above about 30%;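 also: 0% = DMSO wells and 100% = wells lacking the enzyme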
Rv3671c inh – inhibits the M. tuberculosis serine protease Rv3671c. AID 2606. inhibition, % at 5.96 µM. hit rate 0.048% among 320,000. P9WHR9; in the data active = inhibition above about 38%;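 also: extracellular domain of Rv3671c used as enzyme; 0% = enzyme with DMSO and 100% = no enzyme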
SARS 3CLpro inh – SARS-CoV 3CLpro protease inhibition; P0C6X7; recombinant SARS-CoV 3CLpro, quenched FRET peptide cleavage; inhibition, % at 6 µM; hit rate 0.14% among 290,000; in the data active = inhibition above about 12%
FBA Mtb inh – inhibits M. tuberculosis FBA enzyme | P9WQA3 | purified M. tuberculosis FBA, fluorescence read-out | inhibition, % at 1 µM | hit rate 2.3% among 360,000 | AID 588726; in the data active = inhibition above about 27%;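 also: 0% = vehicle and 100% = reference inhibitor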
Target sequence (P9WQA3 whole entry, looked up): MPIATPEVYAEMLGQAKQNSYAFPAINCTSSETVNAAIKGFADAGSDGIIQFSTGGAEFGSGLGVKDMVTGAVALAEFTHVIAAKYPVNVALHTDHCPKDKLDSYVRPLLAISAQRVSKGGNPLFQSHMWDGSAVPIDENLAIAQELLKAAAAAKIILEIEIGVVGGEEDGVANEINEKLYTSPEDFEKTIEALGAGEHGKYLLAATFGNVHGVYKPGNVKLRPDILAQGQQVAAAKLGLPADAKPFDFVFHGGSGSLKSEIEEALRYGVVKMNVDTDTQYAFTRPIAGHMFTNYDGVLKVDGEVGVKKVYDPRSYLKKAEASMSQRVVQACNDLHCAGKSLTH
BioA inh – BioA (M. tuberculosis) enzyme inhibition | purified M. tuberculosis BioA enzyme, plate reader | inhibition, % at 9.99 µM | hit rate 0.096% among 360,000 | AID 602481; in the data active = inhibition above about 40%; inconclusive = no clear call, values can overlap the other calls
MazEF act – activators of E. coli MazEF toxin-antitoxin RNase; P0AE70; FAM/BHQ RNA-DNA oligo cleavage fluorescence, 5 h; activation, % at 20 µM; hit rate 0.32% among 350,000; AID 504720; in the data active = activation above about 50%
Target sequence (P0AE70 whole entry, looked up): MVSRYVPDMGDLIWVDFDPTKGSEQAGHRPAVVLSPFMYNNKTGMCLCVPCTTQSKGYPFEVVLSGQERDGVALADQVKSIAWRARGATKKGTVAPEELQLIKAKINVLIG
PriA SSB inh – inhibitors of Klebsiella pneumoniae PriA binding to SSB C-terminal tail. hit rate 0.6% among 430,000. inhibition, % at 33 µM. AlphaScreen SSBct-PriA binding, biotinylated peptide; in the data active = inhibition mostly above about 37%, no sharp cut-off; inactive = mostly below about 20%;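 also: plate controls were negative control peptide for no effect and reference peptide for full effect; strong numbers were not always called active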
UGM FP inh – Mtb UDP-galactopyranose mutase inhibition. purified UGM, fluorescence polarization probe displacement. inhibition, % at 10 µM. hit rate 0.06% among 320,000; in the data active = inhibition above about 10%, passing the limit was not always enough; inconclusive = no clear call, values can overlap the other calls
Target sequence (P9WIQ1 whole entry, looked up): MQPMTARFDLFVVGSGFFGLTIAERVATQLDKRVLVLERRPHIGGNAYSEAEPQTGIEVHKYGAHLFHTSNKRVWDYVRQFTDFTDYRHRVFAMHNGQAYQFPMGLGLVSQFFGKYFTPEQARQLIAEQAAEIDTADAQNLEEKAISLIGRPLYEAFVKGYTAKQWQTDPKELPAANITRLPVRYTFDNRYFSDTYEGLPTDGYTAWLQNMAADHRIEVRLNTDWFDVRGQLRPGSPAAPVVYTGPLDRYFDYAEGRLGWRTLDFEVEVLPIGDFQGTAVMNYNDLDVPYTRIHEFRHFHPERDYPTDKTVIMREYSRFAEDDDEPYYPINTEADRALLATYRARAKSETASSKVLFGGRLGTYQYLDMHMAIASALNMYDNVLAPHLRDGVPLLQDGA
BH1578 lux ind – inducers of Vibrio cholerae quorum light production without autoinducers; hit rate 0.16% among 350,000; activation, % at 18.7 µM; V. cholerae BH1578 lux reporter, luminescence, 6 h; in the data active = activation mostly above about 9.7%, no sharp cut-off; inconclusive = no clear call, values can overlap the other calls; inactive = mostly below about 3.7%; also: not every result past the cut was called active; inactives centre near 0; reference of the scale not given here
An asterisk follows results filed as active; & = joins results of further samples. An excerpt. The share of hits here may be higher or lower than overall.

How did Cc1ccccc1NC(=O)CCC(=O)N/N=C/c1c[nH]c2ccccc12 do in these assays?
DUSP3 inh: 8; GDH-TPI inh: 14; Rv3671c inh: -14; SARS 3CLpro inh: 2; FBA Mtb inh: 2; MazEF act: -3; UGM FP inh: -1.8; BH1578 lux ind: inactive

Results for CCCCCCC(=O)Nc1ccc(C(=O)N2CCCC2)cc1 ?
DUSP3 inh: 15; GDH-TPI inh: -7; Rv3671c inh: -10; SARS 3CLpro inh: 3; FBA Mtb inh: -2; BioA inh: -0.8; MazEF act: -3; PriA SSB inh: -12; UGM FP inh: 0.7; BH1578 lux ind: inactive

How did CC(Oc1ccc(Cl)cc1Cl)C(=O)NN=C1CCN(C)CC1 (configuration not stated) do in these assays?
DUSP3 inh: -3; GDH-TPI inh: -2; Rv3671c inh: 4; SARS 3CLpro inh: 6; FBA Mtb inh: 1; BioA inh: 0.5; MazEF act: -4; PriA SSB inh: -5; UGM FP inh: -0.5; BH1578 lux ind: -1.1

Results for COc1cccc(/C=C(/C(=O)OCC(=O)NC2CCCCCCC2)c2ccccc2)c1 ?
DUSP3 inh: -7; GDH-TPI inh: 6; Rv3671c inh: -16; SARS 3CLpro inh: 2; FBA Mtb inh: -7; MazEF act: -2; PriA SSB inh: -14; UGM FP inh: -1.7; BH1578 lux ind: -0.7

What do the screens show for `COc1ccccc1CN1CCC(n2nccc2NC(=O)CCCc2ccccc2)CC1`?
DUSP3 inh: 13; GDH-TPI inh: -6; Rv3671c inh: -1; SARS 3CLpro inh: -1; FBA Mtb inh: 1; BioA inh: -0.5; MazEF act: 1; PriA SSB inh: 20; UGM FP inh: 3.9; BH1578 lux ind: -0.3

Results for Cc1ccc(C(=O)N/C(=C/c2ccco2)C(=O)NC2CCS(=O)(=O)C2)cc1 (configuration not stated) ?
DUSP3 inh: 19; GDH-TPI inh: 10; Rv3671c inh: -2; SARS 3CLpro inh: 0; FBA Mtb inh: -2; MazEF act: 6; PriA SSB inh: -18; UGM FP inh: -1.0; BH1578 lux ind: inactive

Results for Cc1ccc(C(=O)NCCc2c[nH]c3ccccc23)s1 ?
DUSP3 inh: -4; GDH-TPI inh: 1; Rv3671c inh: 6; SARS 3CLpro inh: 0; FBA Mtb inh: 0; BioA inh: 1.1; MazEF act: 8; PriA SSB inh: -5; UGM FP inh: 1.6; BH1578 lux ind: -0.7

Results for Cc1ccc(S(=O)(=O)N(C)CC(=O)N2CCN(c3ccccn3)CC2)cc1 ?
DUSP3 inh: 3; GDH-TPI inh: 0; Rv3671c inh: -7; SARS 3CLpro inh: 1; FBA Mtb inh: 5; BioA inh: 0.2; MazEF act: 3; PriA SSB inh: -9; UGM FP inh: 1.5; BH1578 lux ind: -0.4

What do the screens show for `Cc1cc(Br)cc(C)c1NC(=S)NC(=O)CC(C)C`?
DUSP3 inh: 0; GDH-TPI inh: -2; Rv3671c inh: -1; SARS 3CLpro inh: -3; FBA Mtb inh: -1; BioA inh: -1.8; MazEF act: 2; PriA SSB inh: -5; UGM FP inh: -0.4; BH1578 lux ind: -1.3

Results for CC(C)COc1ccc(C(=O)OCCN2CCCCC2)cc1 ?
GDH-TPI inh: 1; Rv3671c inh: -4; SARS 3CLpro inh: 4; FBA Mtb inh: 4; BioA inh: 1.1; MazEF act: -7; PriA SSB inh: -7; UGM FP inh: -1.7; BH1578 lux ind: inactive

What do the screens show for `CC(C)NC(=O)c1ccc(OC2CSC2)cc1`?
DUSP3 inh: 17; GDH-TPI inh: 5; Rv3671c inh: -6; SARS 3CLpro inh: 2; FBA Mtb inh: -2; BioA inh: 0.1; MazEF act: 5; PriA SSB inh: -6; UGM FP inh: -1.1; BH1578 lux ind: inactive

What do the screens show for `NNC(=O)CCc1c[nH]c2ccccc12`?
DUSP3 inh: 13; GDH-TPI inh: 10; Rv3671c inh: 1; SARS 3CLpro inh: -2; FBA Mtb inh: -1; BioA inh: 1.6; MazEF act: -2; PriA SSB inh: -12; UGM FP inh: 1.3; BH1578 lux ind: -5.0

What do the screens show for `CCN1C(=O)CC(N2CCN(c3ccc(C(=O)c4ccncc4)cc3)CC2)C1=O` (configuration not stated)?
DUSP3 inh: 19; GDH-TPI inh: 24; Rv3671c inh: 1; SARS 3CLpro inh: 0; FBA Mtb inh: -4; BioA inh: -1.3; MazEF act: -2; PriA SSB inh: 4; UGM FP inh: 3.3; BH1578 lux ind: -2.7

How did O=C(Nc1nnc(-c2ccccc2)o1)C1CCCCC1 do in these assays?
DUSP3 inh: 2; GDH-TPI inh: 9; Rv3671c inh: 1; SARS 3CLpro inh: 2; FBA Mtb inh: 0; BioA inh: -1.4; MazEF act: 7; PriA SSB inh: -14&-15; UGM FP inh: 6.4; BH1578 lux ind: -0.3

What do the screens show for `COc1ccc(CN(C)CCc2ccccn2)c(OC)c1OC`?
DUSP3 inh: 19; GDH-TPI inh: -3; Rv3671c inh: 4; SARS 3CLpro inh: -1; FBA Mtb inh: 4; BioA inh: -0.5; MazEF act: 4; PriA SSB inh: 1; UGM FP inh: -1.4; BH1578 lux ind: -0.3

Results for Cc1nc2ccc(C(=O)O)cc2[nH]1 ?
DUSP3 inh: 14; GDH-TPI inh: -3; Rv3671c inh: -18; SARS 3CLpro inh: -1; FBA Mtb inh: -2; BioA inh: 0.8; MazEF act: 3; PriA SSB inh: 3; UGM FP inh: -0.6; BH1578 lux ind: inactive

Results for CCCNC(=O)C1(C)CCCN(Cc2csc3ccccc23)C1 (configuration not stated) ?
GDH-TPI inh: 5; FBA Mtb inh: 0; BioA inh: -1.2; BH1578 lux ind: 0.5

How did N#Cc1nc(N2CCOCC2)nc(N2CCOCC2)n1 do in these assays?
DUSP3 inh: 4; GDH-TPI inh: 1; Rv3671c inh: 3; SARS 3CLpro inh: 2; FBA Mtb inh: 3; BioA inh: 0.4; MazEF act: 2; PriA SSB inh: 3; UGM FP inh: -1.4; BH1578 lux ind: inactive

Results for CCC1Oc2ccc(C)cc2N(CC(=O)NCC2COc3ccccc3O2)C1=O (configuration not stated) ?
DUSP3 inh: 38; GDH-TPI inh: 10; Rv3671c inh: 2; SARS 3CLpro inh: 1; FBA Mtb inh: 6; BioA inh: 0.3; MazEF act: 5; PriA SSB inh: -14; UGM FP inh: 1.5; BH1578 lux ind: -0.2

Results for O=c1oc2ccc(Cl)cc2cc1-c1ccccc1 ?
DUSP3 inh: -3; GDH-TPI inh: -3; Rv3671c inh: 1; SARS 3CLpro inh: -3; FBA Mtb inh: 1; MazEF act: 0; PriA SSB inh: 5; UGM FP inh: 0.8; BH1578 lux ind: -0.1

The last 2 entries of the section before lead into the next:
Results for CCC1Oc2ccc(C)cc2N(CC(=O)NCC2COc3ccccc3O2)C1=O (configuration not stated) ?
DUSP3 inh: 38; GDH-TPI inh: 10; Rv3671c inh: 2; SARS 3CLpro inh: 1; FBA Mtb inh: 6; BioA inh: 0.3; MazEF act: 5; PriA SSB inh: -14; UGM FP inh: 1.5; BH1578 lux ind: -0.2

Results for O=c1oc2ccc(Cl)cc2cc1-c1ccccc1 ?
DUSP3 inh: -3; GDH-TPI inh: -3; Rv3671c inh: 1; SARS 3CLpro inh: -3; FBA Mtb inh: 1; MazEF act: 0; PriA SSB inh: 5; UGM FP inh: 0.8; BH1578 lux ind: -0.1

What do the screens show for `COc1ccccc1-n1c(SCC(=O)N2CCOCC2)nc(O)cc1=O`?
DUSP3 inh: -20; GDH-TPI inh: -1; Rv3671c inh: -4; SARS 3CLpro inh: 3; FBA Mtb inh: -2; BioA inh: -0.4; MazEF act: -1; PriA SSB inh: -8; UGM FP inh: 0.2; BH1578 lux ind: -0.8

What do the screens show for `COc1ccccc1CNC(=O)CN(C)S(=O)(=O)c1ccc(Br)s1`?
DUSP3 inh: 20; GDH-TPI inh: 7; Rv3671c inh: -13; SARS 3CLpro inh: -3; FBA Mtb inh: 0; BioA inh: 1.7; MazEF act: 8; PriA SSB inh: -5; UGM FP inh: -1.4; BH1578 lux ind: -0.2

Results for COc1ccc2oc(=O)cc(C)c2c1 ?
DUSP3 inh: 10; GDH-TPI inh: 8; Rv3671c inh: 7; SARS 3CLpro inh: 4; FBA Mtb inh: 21; MazEF act: 11; PriA SSB inh: -4; UGM FP inh: 1.9; BH1578 lux ind: inactive

Results for C=CCN1C(=O)/C(=C/c2ccccc2)S/C1=N/c1nccs1 ?
DUSP3 inh: -7; GDH-TPI inh: 5; Rv3671c inh: -8; SARS 3CLpro inh: 4; FBA Mtb inh: -4; BioA inh: -0.1; MazEF act: -7; UGM FP inh: 1.1; BH1578 lux ind: -0.2

How did O=C(O)C1C2C=CC3(CN(c4cccc(C(F)(F)F)c4)C(=O)C13)O2 (configuration not stated) do in these assays?
DUSP3 inh: 13; GDH-TPI inh: 6; Rv3671c inh: 4; SARS 3CLpro inh: 9; FBA Mtb inh: 2; BioA inh: -1.9; MazEF act: 1; PriA SSB inh: 0; UGM FP inh: -1.1; BH1578 lux ind: -0.1

What do the screens show for `O=C(c1ccc(C(=O)N2CCCCCC2)cc1)N1CCCCCC1`?
DUSP3 inh: -5; GDH-TPI inh: 9; Rv3671c inh: 3; SARS 3CLpro inh: 2; FBA Mtb inh: 3; BioA inh: 0.6; MazEF act: 7; PriA SSB inh: -18; UGM FP inh: 3.1; BH1578 lux ind: inactive

How did CCc1cc(=O)oc2cc(C)cc(OCC(=O)NCCN3CCOCC3)c12 do in these assays?
DUSP3 inh: 7; GDH-TPI inh: 10; Rv3671c inh: 2; SARS 3CLpro inh: 1; FBA Mtb inh: 61*; BioA inh: -0.2; MazEF act: 4; PriA SSB inh: 2; UGM FP inh: -1.9; BH1578 lux ind: -2.2

How did COc1ccc(S(=O)(=O)NCc2cccnc2)c(Cl)c1Cl do in these assays?
GDH-TPI inh: 12; FBA Mtb inh: -1; BioA inh: 0.6; MazEF act: 5; BH1578 lux ind: -4.8

What do the screens show for `O=C(c1ccccc1NS(=O)(=O)c1cccs1)N1CCOCC1`?
DUSP3 inh: 36; GDH-TPI inh: -17; Rv3671c inh: -1; SARS 3CLpro inh: -2; FBA Mtb inh: 0; BioA inh: -0.9; MazEF act: -5; PriA SSB inh: -6; UGM FP inh: 4.8; BH1578 lux ind: inactive

How did O=C(NCc1cccnc1)c1cc(Sc2cccc(Cl)c2)nc2ccccc12 do in these assays?
DUSP3 inh: 34; GDH-TPI inh: 5; Rv3671c inh: -15; SARS 3CLpro inh: 6; FBA Mtb inh: -1; MazEF act: 5; PriA SSB inh: -2; UGM FP inh: 1.8; BH1578 lux ind: inactive

What do the screens show for `CCN(CC)S(=O)(=O)c1ccc(NC(=O)CC(NC(C)=O)c2ccccc2)cc1` (configuration not stated)?
DUSP3 inh: 2; GDH-TPI inh: 6; Rv3671c inh: 1; SARS 3CLpro inh: -3; FBA Mtb inh: -4; BioA inh: -2.3; MazEF act: 0; PriA SSB inh: -6; UGM FP inh: -4.6; BH1578 lux ind: inactive

What do the screens show for `CC1(C)CC(=O)c2c(O)cc(OCc3ccc([N+](=O)[O-])cc3)cc2O1`?
DUSP3 inh: 25; GDH-TPI inh: 0; Rv3671c inh: -7; SARS 3CLpro inh: 3; FBA Mtb inh: -1; BioA inh: -0.3; MazEF act: 7; PriA SSB inh: -12; UGM FP inh: 2.0; BH1578 lux ind: inactive

What do the screens show for `Cc1c(OCc2ccc(C(=O)O)o2)ccc2c3c(c(=O)oc12)CCC3`?
DUSP3 inh: 26; GDH-TPI inh: 12; Rv3671c inh: 3; SARS 3CLpro inh: 1; FBA Mtb inh: 72*; BioA inh: 23; MazEF act: -3; PriA SSB inh: -3; UGM FP inh: inconclusive; BH1578 lux ind: 4.5
